Yfh1-depleted yeast = enhancers of respiration in Yfh1-depleted yeast, dose response, Friedreich's ataxia, plus single-dose screen (AID 1465); fold induction at 50 µM; hits with a dose series show EC50 in µM; S. cerevisiae Yfh1-off respiration, WST-1 reduction, 72 h; higher fold induction means a stronger effect; 0.074% of 220,000 active;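 active means fold induction of absorbance versus untreated yeast above a set limit, then at least 30% activation at any dose in follow-up; inconclusive means repeats straddling the limit, or above it without dose testing; inactive means fold induction below the set limit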;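 further: activators that raise dye reduction in frataxin-depleted yeast; strong numbers were not always called active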
b-catenin transl = alters nuclear translocation of beta-catenin in HeLa cells; immunofluorescence imaging; nuclear translocation activity, % at 5 µM; 0.3% of 190,000 active; AID 1665;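 active means nuclear translocation activity above 50% at 5 µM, with a well cell count of 50 or more; inconclusive means wells under 50 cells across six images, flagged as toxic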;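 further: per-cell ratio of nuclear to cytoplasmic median beta-catenin stain intensity; plate controls were DMSO negative control for no effect and GSK-3 inhibitor IX positive control for full effect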
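assay system = human HeLa cells, endogenous beta-catenin | times = compound treatment 24 h, 37°C, 5% CO2 | detection = Anti-beta-catenin immunofluorescence on PFA-fixed, Triton-permeabilized cells, DAPI nuclei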
WT yeast gro inh = growth inhibition of WT yeast, mitochondrial fusion screen | mitochondrial fusion phenotypic screen, WT strain | inhibition, % at 10 µM | 2.1% of 190,000 active | AID 1362; in the data active means inhibition above about 58%; tested in S. cerevisiae
HIV peptide binding = inhibitors of HIV fusion peptide binding, primary screen, biochemical, uHTS, fluorescence dequenching (AID 1986) | 0.3% of 290,000 active | cell-free peptide binding, fluorescence dequenching, 30 min; higher % means a stronger effect | inhibition, % at 20 µM; hits with a dose series show IC50 in µM; in the data active means inhibition mostly above about 52%, no sharp cut-off; inactive means mostly below about 76%; further: some results filed as inactive read as strong as hits
AID2073 = inhibitors of Mint1-CaV2.2 protein interaction, biochemical, HTRF (AID 2073); HTRF protein-protein interaction, Mint1-CaV2.2; higher % means a stronger effect; inhibition, % at 20 µM; hits with a dose series show IC50 in µM; 0.19% of 290,000 active; in the data active means inhibition mostly above about 51%, no sharp cut-off; inconclusive means no clear call, values can overlap the other calls; inactive means mostly below about 53%; further: some results filed as inactive read as strong as hits
Autophagy HCS = autophagy modulation, high-content screen | MEF GFP-LC3 puncta imaging; test concentration mostly 10 µM | calls only at 10 µM (by protocol) | 0.98% of 190,000 active | AID 463193;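 active means percentage of spot-positive cells more than 3 SD above its plate mean, without a fluorescence outlier flag or 80% toxicity; inconclusive means no clear call, values can overlap the other calls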;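 further: spot-positive cell cutoff set from DMSO-treated cells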
MT stabilizer = microtubule stabilizers in HeLa cells. HeLa tubulin immunostaining HCS, 24 h; share of cells brighter than vehicle mean+2SD. % tubulin-high responders, % at 10 µM. 0.83% of 200,000 active;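 active means plate Z-score above 3 for both tubulin-high and condensed-nucleus cell shares, with cell loss under 80%, at 10 µM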;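 further: anti alpha tubulin signal scored within the nucleus-defined area of each cell; some results filed as inactive read as strong as hits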
Dynein cargo inh = blocks dynein driven cargo transport along microtubules | 3617.4 mouse cells, GR-EGFP nuclear translocation imaging; test concentration mostly 20 µM; stimulated with dexamethasone, 1 µM; active compounds read low | z-score, hits read low | 0.47% of 220,000 active;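 active means plate z-score of nuclear minus cytoplasmic receptor signal below a set negative limit, without overly bright fluorescence or cell loss, cut at about -3.5 in these data, passing the limit was not always enough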;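 further: z-score of nuclear minus cytoplasmic ring GR-EGFP intensity difference per well; some compounds called inactive have numbers as strong as hits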
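medium = tetracycline-free induction medium containing charcoal-stripped FBS | probe or stimulus = dexamethasone, 1.0 µM final | timing = 48 h induction, then 1 h compound, then 30 min agonist, 37 °C | detection = automated 10x imaging of fixed Hoechst-stained cells | read-out basis = nuclear versus cytoplasmic GR-EGFP signal, averaged per well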
Ins promoter up = MIN6 insulin promoter up-regulation | MIN6 insulin promoter-GFP reporter, high-content imaging; active compounds read high | z-score at 5 µM | 0.3% of 190,000 active | AID 1625;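 active means z-score above 3 at 5 µM with at least 500 cells counted in the well; inconclusive means wells under 500 cells, flagged as cytotoxic or low count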
WT yeast gro inh mutant strain = recorded beside WT yeast gro inh, whose call it bears; inhibition, %; mitochondrial fusion phenotypic screen, mutant strain inhibition
Dynein cargo inh cytoplasmic EGFP = second read-out of Dynein cargo inh, no call of its own (marks repeat the call); z-score; measured here: cytoplasmic GR-EGFP intensity; active compounds read high
Dynein cargo inh nuclear GR-EGFP = recorded beside Dynein cargo inh, whose call it bears; z-score; measured here: nuclear GR-EGFP intensity;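 lower value marks the stronger effect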
Dynein cargo inh cell count = further read-out of Dynein cargo inh, marked with its call; z-score; measured here: cell count per field
Ins promoter up cell count = also measured in Ins promoter up; calls as there; cell count; measured here: cytotoxicity, nuclei count;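 total cells summed across four imaged fields per well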
b-catenin transl cell count 5 µM = recorded beside b-catenin transl, whose call it bears; cell count; measured here: cell count, cytotoxicity flag
MT stabilizer Hoechst-high % = further read-out of MT stabilizer, marked with its call; % Hoechst-high responders; measured here: nuclear condensation Hoechst responders;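 share of cells brighter than vehicle mean plus two SD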
MT stabilizer cytotoxicity % = second read-out of MT stabilizer, no call of its own (marks repeat the call); toxicity, %; measured here: cytotoxicity by cell density;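 0% = mean cell density of plate MIN control wells and 100% = no cells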
Autophagy HCS cell loss 18 h = second read-out of Autophagy HCS, no call of its own (marks repeat the call); toxicity, %; measured here: cell loss, nuclei count;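 cell loss after 18 h compound exposure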
* = called active by the depositor; i = inactive; ? = inconclusive; / = not tested or not shown.

smiles	Yfh1-depleted yeast	b-catenin transl	b-catenin transl cell count 5 µM	WT yeast gro inh	WT yeast gro inh mutant strain	HIV peptide binding	AID2073	Autophagy HCS	Autophagy HCS cell loss 18 h	MT stabilizer	MT stabilizer Hoechst-high %	MT stabilizer cytotoxicity %	Dynein cargo inh	Dynein cargo inh cytoplasmic EGFP	Dynein cargo inh nuclear GR-EGFP	Dynein cargo inh cell count	Ins promoter up	Ins promoter up cell count
COc1ccc(OCC(=O)Nc2ccc3c(c2)nc(CN2CCN(C(C)=O)CC2)n3C)cc1	i	0.6	1271	/	/	-0.2%	2.3%	/	/	/	/	/	0.273	-0.24	0.0502	0.00332	0.03	1074
CSC1=NCCN1C(=O)Cc1ccc(-c2ccccc2)cc1	i	8.7	842	6.2	-12.6	-1.2%	-1.8%	i	-4.4	1.9	2.4	3.7	-0.0999	-0.184	-0.183	0.104	-0.57	1514
O=C(O)C1=C(OCc2ccccc2)C(=O)NCC1	i	1.0	1473	-1.4	-2.7	0.9%	0.4%	i	15.3	4.5	2.1	5.4	0.0776	-0.263	0.416	-0.484	/	/
O=c1oc(-c2ccc(Cl)c(Cl)c2)nn1-c1ccc(C(F)(F)F)cn1	i	-1.0	1246	/	/	-1.1%	17.5%	/	/	/	/	/	-0.566	-0.254	-0.382	0.335	-0.24	1322
O=C(CN1CCOCC1)N/N=C/c1ccc(-c2cccc(Cl)c2Cl)o1	i	-2.4	1134	/	/	2.9%	0.5%	/	/	/	/	/	-1.32	-0.173	-0.709	1.04	-0.3	1356
CC1(C)N=C(SCC(=O)Nc2ccc(Cl)cc2)C(c2ccccc2)=N1	i	/	/	34.2	33.0	0.5%	-8.0%	i	-5.4	4.1	2.5	18.4	-0.541	-0.0834	-0.429	0.341	-0.62	887
NC(=S)Cc1ccccc1Cl	i	-0.6	1100	/	/	0.8%	12.5%	/	/	/	/	/	-0.185	-0.258	-0.116	0.111	0.04	1279
COC(=O)N1N=C(c2ccccc2)CC1(O)C(F)(F)F (stereo not drawn)	i	/	/	2.0	-16.5	0.2%	18.0%	i	-2.1	0.5	1.9	5.8	-0.378	-0.218	-0.708	0.712	/	/
CSc1c(CC(=O)Nc2ccccc2)n(Cc2ccccc2)c2ccccc12	i	-0.1	970	5.1	-10.4	1.6%	-2.1%	i	-1.1	9.6	1.1	7.9	-0.442	-0.206	-0.226	-0.371	0.28	2091
COc1ccc(NC(=O)C2CC(=O)N(Cc3ccc(C)cc3)C2)cc1S(=O)(=O)N1CCCCC1 (stereo not drawn)	i	-1.9	520	13.5	-15.2	-1.0%	-7.6%	i	3.6	2.7	1.4	3.8	0.983	0.552	0.262	-0.978	-0.01	1228
COC(=O)c1ccc(-c2ccc(Cl)cc2)nc1C	i	/	/	9.2	5.3	-1.5%	13.0%	i	-6.7	2.2	2.0	3.8	0.46	-0.285	-0.15	0.15	0.41	1120
C1CCc2c(nc3nnnn3c2NC2CCCC2)C1	i	5.4	1380	-8.9	-21.9	-2.7%	14.6%	i	-0.7	1.9	0.8	6.7	0.652	-0.137	-0.227	-1.04	-0.17	1599
Cc1cccc(CSc2ncnc3ccccc23)c1	i	-0.5	1047	28.3	-2.0	1.8%	8.7%	i	19.3	1.8	1.9	1.8	-0.341	-0.213	-0.118	0.348	-0.5	1235
CC(C)(C)C(=O)Nc1ccnc(-c2cccnc2)n1	i	/	/	73.3*	34.9*	-0.3%	1.3%	i	36.6	2.9	1.2	0.5	1.51	-0.184	0.217	-1.18	/	/
O=C1c2ccccc2C(=O)N1c1ccc(Cl)cn1	i	-3.4	1089	-1.0	3.0	0.7%	-0.2%	i	5.1	1.1	2.4	7.7	-0.854	-0.135	-0.611	0.961	0.55	900
CC(=O)N1c2ccccc2Oc2cc3ccccc3cc21	i	/	/	9.3	24.2	-0.2%	-2.0%	i	-8.0	3.0	2.4	10.4	0.729	-0.196	0.533	0.467	-0.48	1234
O=C(N/N=C/c1cccnc1)c1cccc(S(=O)(=O)Nc2cccc(Cl)c2)c1	i	6.8	962	-19.4	8.3	-1.7%	10.5%	i	2.0	9.2	2.4	8.2	-0.513	-0.317	0.0759	1.53	0.9	1114
CCCCc1nnc(NC(=O)C2CCCO2)s1 (stereo not drawn)	i	-1.8	1209	-1.3	-5.7	-2.2%	-3.7%	i	-2.5	2.8	1.7	6.7	-1.16	-0.23	-0.572	0.102	0.09	1257
CCOC(=O)/C(=N\Nc1cccc(C(F)(F)F)c1)N(CCOC)CCOC	i	7.3	966	19.7	12.7	-0.8%	2.2%	i	25.7	1.0	1.6	7.8	-1.01	-0.258	0.134	0.0253	/	/
FC(F)(F)c1cc(Sc2ccccc2)nc(-c2ccccn2)n1	i	0.6	1323	64.8*	55.8*	1.3%	18.3%	i	-1.3	3.0	1.4	1.8	3.43	-0.0719	1.61	-1.8	-0.13	1638
CC(=O)c1cnc2c(-c3ccc(Cl)cc3)cnn2c1C	i	-2.0	1131	-9.6	0.1	3.2%	28.8%	i	-7.8	3.1	1.7	3.0	-0.654	-0.253	-0.976	0.149	-0.56	1126
Cn1c(=O)c2c(nc(N/N=C/c3cccnc3)n2Cc2ccccc2)n(C)c1=O	i	1.4	1289	/	/	-4.4%	-7.2%	/	/	/	/	/	1.42	-0.215	0.471	-0.679	-0.36	1411
CC(C)NC(=O)CSCc1cccc(Br)c1	i	/	/	-13.3	-3.4	-1.2%	0.9%	i	-7.5	0.9	1.0	5.6	-0.634	0.465	-0.0216	0.632	-0.55	955
Cc1ccc(C(=O)CSc2nnc(-c3ccco3)o2)o1	i	/	/	-13.9	-2.3	0.7%	13.9%	i	-1.5	1.6	1.8	2.9	0.428	-0.122	0.481	1.78	/	/
CCOC(=O)C1=C(C)NC(SCc2cc(=O)[nH][nH]2)=C(C#N)C1c1cccs1 (stereo not drawn)	i	-0.4	1101	27.6	13.7	43.2%	20.2%	i	-9.2	3.8	2.6	5.7	-0.717	-0.193	-0.135	0.169	-0.56	1266
O=C(Oc1ccccc1N1C(=O)C2CCCCC2C1=O)c1ccccc1 (stereo not drawn)	/	-2.8	1415	30.7	20.0	-2.1%	-3.6%	i	-1.4	1.4	1.3	10.8	-0.539	-0.0722	-0.314	0.588	-0.14	1617
COc1ccc(NC(=S)Nc2ccc(Oc3ccccc3)cc2)cc1	i	-0.7	1320	4.3	-10.1	-0.8%	-24.3%	i	8.3	1.5	1.4	10.4	-0.264	-0.232	-0.535	0.142	0.44	1603
COc1ccc(-n2nc(C(=O)NCc3ccco3)c3c4ccccc4n(C)c3c2=O)cc1	i	-1.3	481	-1.7	1.5	-3.3%	12.1%	i	21.5	4.1	3.1	1.1	-0.693	-0.249	0.44	0.234	-0.7	1142
CN(C)/C=C(\C=O)c1c(Cl)cccc1Cl	i	0.4	1544	-2.0	-2.9	1.9%	-6.5%	i	7.1	5.5	2.0	4.8	-1.57	0.0393	-0.668	0.98	-0.08	1484
O=C(NNc1cccc(Cl)n1)C1CC1	i	-4.4	1057	-2.1	-3.0	1.1%	0.8%	i	-6.4	1.0	2.1	7.2	-0.65	-0.331	-0.31	0.476	0.07	1427
CC1(C)Cc2c(c(-c3ccccc3)nc(N3CCOCC3)c2C(N)=O)CO1	i	/	/	-8.1	9.3	-0.5%	12.3%	i	-3.5	2.4	0.9	5.6	-0.188	-0.155	0.109	1.23	0.97	926
O=C(Nc1ccc(Cl)cc1)OCc1cn(-c2ccccc2)nn1	i	-1.4	1187	18.9	4.9	3.0%	7.8%	i	-5.8	1.9	1.5	3.3	1.3	-0.187	0.286	0.791	-1.09	1333
O=c1c(Br)c(Br)cnn1-c1ccccc1	i	-1.1	1056	31.9	21.3	0.5%	15.2%	i	70.9	7.0	3.9	3.2	-5.84*	2.79*	-2.55*	1.01*	?	/
COc1ccc(CN(C)CC(=O)NC(=O)NCc2ccccc2)c(OC)c1	i	3.3	512	25.9	-19.1	-0.1%	-2.1%	i	11.0	2.2	2.7	2.6	2.05	1.57	0.964	-1.38	0.18	1375
O=C(O)C1CC=CCC1C(=O)Nc1cccc(C(=O)N2CCCCC2)c1 (stereo not drawn)	i	/	/	5.1	-1.0	1.1%	12.7%	i	4.1	4.7	1.6	5.5	0.496	-0.146	0.43	-1.54	0.28	1214
COc1ccc(NC(=O)C2=C(C)Nc3ncnn3C2c2ccccc2C(F)(F)F)c(OC)c1 (stereo not drawn)	i	0.1	1044	-5.8	-17.8	-1.9%	-3.6%	i	-9.5	2.6	1.6	5.8	1.88	-0.198	0.812	-0.175	/	/
Cc1c(Cl)c(=O)oc2cc(OC(C)C)ccc12	i	-0.3	960	-6.8	3.1	0.3%	24.0%	i	-1.2	2.0	1.3	11.2	0.4	-0.16	0.325	-0.478	-0.26	1233
